Source: PubChem BioAssay
S3 lipid droplet = qHTS Assay for Lipid Storage Modulators in Drosophila S3 Cells. Drosophila S3 cells, BODIPY lipid droplet fluorescence, 18-24 h; cells fed with added oleic acid. Potency in µM for hits, for the others lipid storage change, negative = inhibition, % at the top dose, mostly 46.1 µM. 0.64% of 320,000 active; active = well fitted inhibition curve with a large enough effect in the signal ratio, with a control signal flat, not every such curve was filed as active; inconclusive = small, poorly fitted or top-dose-only effect, or effect the other way, or a change in a side signal; the % refers to the signal ratio
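Laser-scanning cytometry quantifies lipid droplet accumulation (500–530 nm total intensity; droplet/cell object ratio) in oleic acid-fed (400 uM added) Drosophila S3 cells treated with a concentration series. 20 uM Triacsin C defined 100% inhibition.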
S3 lipid droplet cell count max = further read-out of S3 lipid droplet, marked with its call; cell number change, %; measured here: cell count max response;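 cells counted by Cell Tracker Red CMTPX staining in the red channel; peak over a dose series mostly up to 46.1 µM; percent activity relative to internal control wells on each plate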
* = called active by the depositor; i = inactive; ? = inconclusive; . = not tested or not shown; [ ] = another dose, or the depositor's remark. % is scaled to controls: 0 for no effect and ±100 for the full control effect; potency is read from the fitted curve at half-maximal effect.

smiles	S3 lipid droplet	S3 lipid droplet cell count max
CC(=O)c1ccc(N(C(=O)CNC(=O)c2ccco2)C(C(=O)NC2CCCC2)c2ccc(C)o2)cc1 (stereo unspecified)	?	.
CCC1(C)Nc2ccccc2C(=O)N1O (stereo unspecified)	1%	-11
COc1cc(S(=O)(=O)Nc2ccccc2C(=O)N2CCCCC2)ccc1NC(C)=O	13%	1
O=C(COC(=O)/C=C/c1ccc(Cl)cc1Cl)NCCC1=CCCCC1	-7%	-12
CCN(CC)S(=O)(=O)c1ccc(Cl)c(C(=O)Nc2cc(C)nn2-c2ccccc2)c1	?	.
Cc1noc(C)c1COc1ccc(C(=O)OCC(=O)Nc2ccc3c(c2)OCO3)cc1	?	.
N#Cc1c(/N=C/N2CCOCC2)sc2c1CCCCC2	?	.
Cn1cc(CC(=O)NCCCN2CCCC2)c2ccccc21	?	.
CC(CCc1ccccc1)NC(=O)c1cccnc1 (stereo unspecified)	i	-3
CC(C)CC(COCc1cccc(C(F)(F)F)c1)N1CCN(C(=O)c2cccc(C(F)(F)F)c2)CCC1=O (stereo unspecified)	?	.
C/C(=N\NC(=O)C1CC1c1ccccc1)c1ccc(C)s1 (stereo unspecified)	-7%	-17
O=C(CCCOc1ccccc1)OCn1nnc2ccccc2c1=O	?	.
O=S(=O)(c1cccc(NC(=S)N2CCN(c3ccccc3F)CC2)c1)C(F)F	?	.
Cc1nc2ccc(NC(=O)c3ccc([N+](=O)[O-])cc3[N+](=O)[O-])cc2s1	?	.
COc1ccccc1-c1nc(C#N)c(N2CCN(C(=O)c3ccco3)CC2)o1	-8%	7
CC(=O)Nc1ccc(-c2csc(NNC(=O)c3ccccc3)n2)cc1	?	.
COC(=O)c1ccc(C)c(NC(=O)CCNC(=O)c2ccc([N+](=O)[O-])cc2)c1	-1%	4
Cc1ccc2nc(Cl)c(C3CC(c4ccco4)=NN3S(C)(=O)=O)cc2c1 (stereo unspecified)	8%	29
O=C(CN1C(=O)NC(Cc2ccccc2)C1=O)Nc1ccc(OC(F)(F)F)cc1 (stereo unspecified)	23µM*	-12*
Cc1cc(/C=N/NC(=O)c2ccc(O)cc2)c(C)n1CC(C)C	1%	22
Cc1cccc(C(=O)Nc2nnc(C3=COCCO3)o2)c1	11%[9.22 µM]	16
COc1ccc(Cc2nnc(SCC(=O)Nc3c(C)cccc3C)[nH]c2=O)cc1	22%	.
Cc1ccc(N2C(=O)C3C(C2=O)C2C=CC3C23CC3)cc1 (stereo unspecified)	10%	5
CC(c1nnc(SCC(=O)Nc2sccc2C#N)n1-c1ccc(Cl)cc1)N(C)C (stereo unspecified)	?	.
CCN(CC)S(=O)(=O)c1ccc(Cl)c(C(=O)NCc2ccco2)c1	-16%	1
COc1ccc(C(=O)N/C(=C\c2cccs2)c2nc3ccccc3[nH]2)cc1OC	?	.
O=C(O)c1cc(-c2ccc(/C=c3\sc4nc5ccc(Br)cc5n4c3=O)o2)ccc1Cl	-21%	21
CC(C)C(=O)N1CCN(c2ccccc2NC(=S)NC(=O)c2cccs2)CC1	?	.
CCOc1ccccc1-c1nc(-c2ccncc2)no1	?	.
O=C(c1ccc(N2C(=O)C3CC=C(Cl)CC3C2=O)cc1)N1CCCCC1 (stereo unspecified)	?	.
COc1ccc(-c2nc(C#N)c(NCCc3ccccc3)o2)cc1	-5%	0
Cc1cc(C)c2c(c1)/C(=N\N=c1\sc3ccccc3n1C)C(=O)N2	-13%	15
Cc1ccccc1NC(=S)NCc1ccccc1	8%	11
COC(=O)c1ccc(NC(=O)C23CC4CC(C2)CC(n2cncn2)(C4)C3)cc1	3%	9
O=C(OCC(=O)N1CCN(c2ccccc2)CC1)c1ccncc1	13%	6
c1nc2ccc(Cc3ccc4nc[nH]c4c3)cc2[nH]1	?	.
Cc1nc(N2CCN(Cc3ccccc3)CC2)c(C#N)c2c1COC(C)(C)C2	-12%	-15
O=[N+]([O-])c1cc2c(cc1Br)CCN2	22%	-1
Cn1c(=O)c2c(nc(N/N=C/c3ccc(OC(=O)c4ccco4)cc3)n2Cc2ccc(F)cc2)n(C)c1=O	?	.
CCC(CC)c1nnc(NC(=O)CS(=O)(=O)c2ccc(C)cc2)s1	?	.
O=C(N/N=C/c1ccccn1)c1cc(-c2cccc3ccccc23)n[nH]1	-7%	-1
CCN(CC)C(=O)c1cc2c(=O)n3cccc(C)c3nc2s1	?	.
CC[n+]1c(/C=C/Nc2ccccc2)oc2ccc(OC)cc21	?	.
CCN1CCN(C(=S)c2ccc(OCC(=O)NCc3ccccc3)cc2)CC1	?	.
O=C(NC(=S)N1CCN(CCO)CC1)C12CC3CC(CC(C3)C1)C2	?	.
O=c1c(-c2cccc(Cl)c2)c[nH]n1-c1ccccc1	?	.
COc1ccc(-c2cn(Cc3ccc(C(N)=O)cc3)c(CCN)n2)cc1	?	.
CSC1=NCCN1C(=O)C(C)Oc1ccccc1 (stereo unspecified)	-30%	8
CC1(C)CC2(CC(c3ccccc3F)c3cc(Cl)c(O)cc3O2)NC(=S)N1 (stereo unspecified)	-7%	.
COc1ccccc1CNC(=O)C/C(C)=N/NC(=O)Cc1ccccc1	7%	-2
COc1ccc(OC)c(-n2nnnc2SCC(=O)Nc2ccc(C(=O)N3CCCCC3)cc2)c1	?	.
CC1CC(C)CN(C(=O)c2ccc(-c3ccc([N+](=O)[O-])cc3)o2)C1 (stereo unspecified)	?	.
Cc1nc(N)sc1-c1nnc(SCC(=O)Nc2nccs2)n1C	?	.
O=C1CSC(c2cn(-c3ccccc3)nc2-c2cccs2)N1CC1CCCO1 (stereo unspecified)	?	.
CC(C)CN1CCC(=O)N([C@H](COc2ccccc2)Cc2ccccc2)CC1	?	.
COc1ccc(S(=O)(=O)Nc2nnc(C(C)C)s2)cc1	24%	2
CCOc1ccc(N(CC(=O)NC2CCCC(C)C2C)S(=O)(=O)c2c(C)noc2C)cc1 (stereo unspecified)	6%	1
O=C(/C=C/c1ccc(S(=O)(=O)N2CCOCC2)cc1)OCC(=O)c1ccc([N+](=O)[O-])cc1	-10%	-6
Cc1ccc2oc(-c3ccc(NC(=O)c4ccc5c(c4)OCO5)cc3)nc2c1	3%	4
CN(C(=O)c1ccc(NC(=O)Cc2cccc(NC(=O)C3CCN(C(=O)C4CCCCC4)CC3)c2)cc1)C1CCCC1	?	.

Additional results
smiles	S3 lipid droplet	S3 lipid droplet cell count max
CCC(C)n1nnc2c(=O)oc3ccccc3c21 (stereo unspecified)	23%	-1
COc1ccc(C(=O)c2c(C)oc3ccc(O)cc23)cc1	2%	13
CCN(CC)S(=O)(=O)c1ccc(OCC(=O)NCc2ccccc2)cc1	23%	3
CC1(C)CC(=O)c2sc(NC(=O)c3ccc4ncsc4c3)nc2C1	-13%	26
O=C(NCN1CCN(c2ccccn2)CC1)c1cnccn1	?	.
COc1cc(/C=C2/CC(C)OC2=O)c([N+](=O)[O-])cc1OC (stereo unspecified)	?	.
Cc1ccc2nc(-c3ccccn3)[nH]c2c1	i	6
COc1ccc(C)cc1NC(=O)C1CCN(S(=O)(=O)c2ccc3c(c2)NC(=O)CO3)CC1	?	.
CC(C)(C)C(=O)CC1(O)C(=O)N(Cc2ccccc2)c2ccccc21 (stereo unspecified)	-4%	-13
Cc1ccc(C2SCC(=O)N2Cc2ccccc2)cc1 (stereo unspecified)	3%	-4
CCOC(=O)CNC(=O)CN1C(=O)CCS(=O)(=O)c2ccccc21	-4%	-8
CCc1ccccc1NC(=O)CNCC(=O)Nc1ccccc1CC	?	.
CCCNC(=S)N1CCC(Cc2ccccc2)CC1	?	.
Cc1ccc(C2(c3noc(CN(C)CC4COCCO4)n3)CCCC2)cc1 (stereo unspecified)	-6%	10
CCc1ccc(-c2nc(CS(=O)CC(=O)NCc3ccco3)c(C)o2)cc1 (stereo unspecified)	-30%	8
CC(C)/C=C/CN1CCC(Oc2ccc(C(=O)N3CCCC3)cc2)CC1	-10%	1
COc1ccc(-c2ccc(=O)n(CC(=O)NCc3ccco3)n2)cc1	?	.
COc1cc([N+](=O)[O-])ccc1NC(=O)NN1CCN(C)CC1	?	.
Cc1ccc(Sc2ccncc2S(N)(=O)=O)cc1	?	.
O=C(Nc1ccc2oc(-c3ccccc3)nc2c1)c1ccco1	?	.
ON=C1c2ccccc2-c2ccccc21	-4%	-22
COc1ccc2oc(C(=O)OCC(=O)NCC3CCCO3)c(C)c2c1 (stereo unspecified)	?	.
COc1ccc(NC2c3ccccc3C(=O)N2Cc2ccc3c(c2)OCO3)cc1 (stereo unspecified)	?	.
CCCn1c(=O)c(C(=O)N/N=C/c2ccccc2F)c(O)c2ccccc21	?	.
COc1cc(CNC2CCCC2)cc(OC)c1	?	.
O=C(Nc1ccc(F)cc1)C1CCCN(S(=O)(=O)c2ccc(-n3cnnn3)cc2)C1 (stereo unspecified)	i	-8
O=S(=O)(NC1=NCCC1)c1cccc(NS(=O)(=O)c2ccc(OC(F)(F)F)cc2)c1	7%	1
CCOc1ccc(NC(=O)CCN2C(=O)C3CCCCC3C2=O)cc1OCC (stereo unspecified)	?	.
O=C(O)CNC(=O)C12CC3CC(CC(Cl)(C3)C1)C2	?	.
O=C(NC1CCCCC1)C(=S)NC1CCCCC1	-7%	-1
CCCC(=O)Nc1cc(Cl)ccc1C	-9%	-8
CC(C)C(C(=O)NCC1CCCO1)N(Cc1ccccc1)C(=O)CNS(=O)(=O)c1ccccc1 (stereo unspecified)	?	.
C=CSc1sc(Cl)c(N2CCOCC2)c1[N+](=O)[O-]	?	.
CC(=O)Nc1cccc(NC(=O)c2cccc(S(=O)(=O)N3CCN(Cc4ccccc4)CC3)c2)c1	?	.
Cc1ccc2cc3c(NC(=O)C4CCCO4)nn(CC(C)C)c3nc2c1 (stereo unspecified)	?	.
COc1ccc(S(=O)(=O)NCc2csc(C)n2)cc1	?	.
Cn1nnnc1NCc1c(F)cccc1Cl	?	.
O=C(N/N=C/c1cn(-c2ccccc2)nc1-c1ccc(F)cc1)c1ccc2c(c1)OCO2	6%	0
COc1cc(C(C(=O)NCC2CCCO2)N(C(=O)Cn2nnc3ccccc32)c2ccc(C(C)=O)cc2)ccc1O (stereo unspecified)	?	.
CN1CCC(CNC(=O)Nc2ccccc2)(c2ccccc2)CC1	3%	12
Cc1ccccc1C(=O)N1CCC(C(=O)Nc2ccc3c(c2)OCO3)CC1	?	.
CC(=O)Nc1ccc(N2C(=O)c3ccc(C(=O)Nc4nnc(SCc5ccc(F)cc5)s4)cc3C2=O)cc1	-7%	9
COc1ccc(O[C@H]2C=C[C@@H](c3ccccc3)O[C@@H]2CO/N=C/C[C@@H]2C=C[C@H](OC(C)=O)[C@@H](COC(C)=O)O2)cc1	?	.
O=C(CSc1nccc(=O)[nH]1)Nc1ccc(N2CCOCC2)cc1	10%	5
Cc1ccc(S(=O)(=O)CCC(=O)OCCOc2cccc(Br)c2)cc1	3%	-18

A run of entries taken from the entries so far, for reference:
smiles	S3 lipid droplet	S3 lipid droplet cell count max
CC(C)C(C(=O)NCC1CCCO1)N(Cc1ccccc1)C(=O)CNS(=O)(=O)c1ccccc1 (stereo unspecified)	?	.
C=CSc1sc(Cl)c(N2CCOCC2)c1[N+](=O)[O-]	?	.
CC(=O)Nc1cccc(NC(=O)c2cccc(S(=O)(=O)N3CCN(Cc4ccccc4)CC3)c2)c1	?	.
Cc1ccc2cc3c(NC(=O)C4CCCO4)nn(CC(C)C)c3nc2c1 (stereo unspecified)	?	.
COc1ccc(S(=O)(=O)NCc2csc(C)n2)cc1	?	.
Cn1nnnc1NCc1c(F)cccc1Cl	?	.
O=C(N/N=C/c1cn(-c2ccccc2)nc1-c1ccc(F)cc1)c1ccc2c(c1)OCO2	6%	0
COc1cc(C(C(=O)NCC2CCCO2)N(C(=O)Cn2nnc3ccccc32)c2ccc(C(C)=O)cc2)ccc1O (stereo unspecified)	?	.
CN1CCC(CNC(=O)Nc2ccccc2)(c2ccccc2)CC1	3%	12
Cc1ccccc1C(=O)N1CCC(C(=O)Nc2ccc3c(c2)OCO3)CC1	?	.
CC(=O)Nc1ccc(N2C(=O)c3ccc(C(=O)Nc4nnc(SCc5ccc(F)cc5)s4)cc3C2=O)cc1	-7%	9
COc1ccc(O[C@H]2C=C[C@@H](c3ccccc3)O[C@@H]2CO/N=C/C[C@@H]2C=C[C@H](OC(C)=O)[C@@H](COC(C)=O)O2)cc1	?	.
O=C(CSc1nccc(=O)[nH]1)Nc1ccc(N2CCOCC2)cc1	10%	5
Cc1ccc(S(=O)(=O)CCC(=O)OCCOc2cccc(Br)c2)cc1	3%	-18

More results:
smiles	S3 lipid droplet	S3 lipid droplet cell count max
CCCn1c(SCC(=O)NCC2CCCO2)nc2c1c(=O)n(C)c(=O)n2C (stereo unspecified)	12%	6
NC(=O)C1CCN(c2nc(C3CC3)nc3c2nnn3Cc2ccccc2Cl)CC1	5%	-6
Cc1ccccc1OCc1nnc(SCc2cc(=O)[nH]c3ccccc23)n1-c1ccccc1	3%	-4
C=CCc1ccccc1OCC(=O)OCCNC(=O)c1cccnc1	5%	2
O=C(Nc1ccc(F)cc1)c1ccc(CSc2ccc(Cl)cc2)o1	?	.

An excerpt, so the mix of outcomes need not match the whole.
